# Pf growth 96h = inhibits malaria parasite growth, 96 h; P. falciparum luciferase reporter growth, 96 h; Potency, µM (titrated, usually from 28.7 µM), for inactives: at the top dose activity change, negative = inhibition, hits mostly inhibitors; hit rate 6.9% among 320,000; AID 504834; further: potency means the concentration at half of the fitted maximal effect; on the % scale 0 is the no-effect control and ±100 the full control effect
#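 Parasite growth measured via integrated firefly luciferase reporter in P. falciparum. Infected erythrocytes at 2% hematocrit, 0.05% parasitemia final were treated 96 hours at 37 C under 5% CO2, and luminescence was read.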
# HCV inhibitor = inhibitors of hepatitis C virus infection; Huh7.5.1 HCVcc-Cre infection, luciferase reporter, 44 h; Potency, µM (series often up to 41.8 µM), without a hit: at the top dose activity change, negative = inhibition, actives largely listed as inhibitors; hit rate 3.4% among 340,000; AID 651820; further: potency means the concentration at half of the fitted maximal effect; on the % scale 0 is the no-effect control and ±100 the full control effect
#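 Infectious HCV cell culture screen: compound-treated cells (1,000/well, pre-plated 4 h) are infected with HCVcc-Cre at roughly 0.5 moi and grown 44 h. Infection is quantified by luciferase signal after 15 min substrate incubation at room temperature.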
# Pf growth 48h = inhibits P. falciparum growth in the first generation, 48 h | P. falciparum luciferase growth in erythrocytes, 48 h | Potency, µM (series often up to 28.7 µM), for the others: at the top dose activity change, negative = inhibition, actives largely listed as inhibitors | AID 504832 | hit rate 5.9% among 310,000; further: potency means the concentration at half of the fitted maximal effect; on the % scale 0 is the no-effect control and ±100 the full control effect
#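 Luciferase-expressing P. falciparum in infected erythrocytes (2% hematocrit, 0.1% parasitemia final) in RPMI 1640/0.5% Albumax were exposed to compound for 48 hours at 37 C, 5% CO2; growth read as luminescence.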
# Shiga toxin inh = inhibitors of Shiga toxin in Vero cells. Vero cells, Shiga toxin protein synthesis inhibition reporter. inhibition, % at 38.7 µM. hit rate 9.2% among 290,000. AID 2315; in the data active means inhibition mostly above about 28%, no sharp cut-off; inactive means mostly below about 43%; further: 0% is about no effect
# Tb PYK inh = T. brucei pyruvate kinase inhibition; Q57TT1; Potency, µM (doses to about 76.8 µM), for the others: at the top dose activity, negative = inhibition, hits mostly inhibitors; hit rate 0.12% among 410,000; TbPYK enzyme, Kinase-Glo Plus ATP luminescence, 45 min; AID 624173; further: potency means the concentration at half of the fitted maximal effect; on the % scale 0 is the no-effect control and ±100 the full control effect; nearly all actives have a fitted effect of over 50% in size
#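 TbPYK + substrate in 50 mM TEA pH 7.2, 100 mM KCl, 10 mM MgCl2, 0.05% BSA, 0.01% Tween-20; cpd pinned; ADP 130 uM final; 45 min RT; Kinase-Glo Plus 10 min; luminescence endpoint.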
# LmPK inh = inhibitors of Leishmania mexicana pyruvate kinase; Potency, µM (top dose mostly 57.5 µM), inactives show at the highest dose activity change, negative = inhibition, usual class: inhibitors; hit rate 0.37% among 290,000; Q27686; purified LmPK, Kinase-Glo ATP luminescence, 1 h; further: potency means the concentration at half of the fitted maximal effect; on the % scale 0 is the no-effect control and ±100 the full control effect
# Target sequence (Q27686 whole entry, looked up): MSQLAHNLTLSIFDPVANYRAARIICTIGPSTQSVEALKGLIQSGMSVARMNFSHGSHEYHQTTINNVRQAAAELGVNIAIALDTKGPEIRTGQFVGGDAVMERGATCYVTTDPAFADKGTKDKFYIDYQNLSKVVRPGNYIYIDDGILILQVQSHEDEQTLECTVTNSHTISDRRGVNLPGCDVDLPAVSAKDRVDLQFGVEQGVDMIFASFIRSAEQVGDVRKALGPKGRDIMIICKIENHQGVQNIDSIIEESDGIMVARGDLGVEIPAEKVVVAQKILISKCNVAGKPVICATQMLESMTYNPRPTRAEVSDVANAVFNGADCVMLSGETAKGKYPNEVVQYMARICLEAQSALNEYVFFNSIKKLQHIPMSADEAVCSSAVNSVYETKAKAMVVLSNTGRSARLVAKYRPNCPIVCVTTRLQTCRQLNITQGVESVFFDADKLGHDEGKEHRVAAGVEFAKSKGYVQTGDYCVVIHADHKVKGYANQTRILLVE
#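 In 50 mM imidazole pH 7.2 with 7 mM MgCl2, LmPK (0.1 nM) turned over PEP (0.5 mM) and ADP (0.1 mM) for 1 h at room temperature. Luciferase read-out of ATP.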
# Cycloheximide cs = counter-screen hit for Shiga toxin inhibitors, cycloheximide; cell reporter, cycloheximide protein synthesis inhibition counterscreen; max response, %; hit rate 12% among 300,000; AID 2314; in the data active means max response mostly above about 13%, no sharp cut-off; inactive means mostly below about 14%; further: read at 38.3 µM for the half of the compounds with a filed dose; 0% is about no effect
# * marks the source's active call; other numbers are inactive results; ? = inconclusive; . = no result given; & = joins results of further samples; [ ] = dose if it differs, or a comment. Unless noted, the call rests on the fitted dose curve; in most records, active means well fitted curve in the direction sought with a large enough effect; inconclusive means small, poorly fitted or top-dose-only effect, or another doubt; inactive means no such curve, though single readings can be large; an effect the other way counts as inactive or inconclusive.
# Field names: A = Pf growth 96h; B = HCV inhibitor; C = Pf growth 48h; D = Shiga toxin inh; E = Tb PYK inh; F = LmPK inh; G = Cycloheximide cs
> CCC(C)C(=O)Nc1nnc(SCC(=O)NC2CCCCC2)s1 (configuration not stated)
  A = 1.9%; B = 5.6%; C = 23.4%; D = 3.8; E = 1.8%; F = 0.1%; G = -11.7
> COC(=O)c1ccc(CSc2nc3c(cnn3-c3ccccc3)c(=O)[nH]2)o1
  A = -20.6%; B = 9.3%; C = -26.0%; D = 3.1; E = 1.7%; F = 1.9%; G = -1.2
> C/C(=N\NC(=O)c1ccccc1)c1ccccc1F
  A = 408.2%; B = 12.5%; C = 423.7%[activator]; D = 86.6*; E = -8.3%; F = ?; G = 25.6*
> CC(C)(C)OC(=O)n1cc(/C=N/NC(=O)c2ccco2)c2ccccc21
  A = -2.4%; B = ?; C = -4.8%; D = 68.4*; E = -1.5%; F = -2.6%; G = 37.4*
> CN(Cc1nc(-c2ccccn2)no1)S(=O)(=O)c1ccc(Br)cc1
  A = .; B = 20.3%; C = 18.1%; D = 11.5; E = -11.8%; F = -0.1%; G = 2.7
> CCN(c1ccccc1)S(=O)(=O)c1ccc(Cl)nc1
  A = ?; B = 1.8%; C = 0.0%; D = -6.0; E = -2.6%; F = 2.0%[11.5 µM]; G = -6.4
> O=C(c1c(F)cccc1F)N1CCN(c2ncc(Br)cn2)CC1
  A = 9.0%; B = 15.3%; C = 18.2%; D = -6.6; E = 4.4%; F = -6.4%; G = -1.5
> CN(C)CCNC(=O)COc1ccc(C23CC4CC(CC(C4)C2)C3)cc1
  A = 51.8%[activator]; B = 11.2µM*; C = -4.0%[5.75 µM]; D = -9.3; E = -18.6%; F = 0.8%; G = -2.4
> CCOc1ccccc1C(=O)Nc1cccc2ccccc12
  A = 80.2%[activator]; B = ?; C = -7.8%; D = -4.7; E = 4.8%; F = -4.8%; G = 9.7
> [O-][n+]1onc2c1C(N1CCOCC1)CCC2N1CCOCC1 (configuration not stated)
  A = 27.0%; B = 6.3%; C = 4.7%; D = -16.7; E = 4.6%; F = 3.3%; G = -5.0
> C=CCOc1c(Br)cc(/C=N\n2nnnc2N)cc1OC
  A = 25.4%; B = ?; C = 5.6%; D = 5.8; E = -6.2%; F = 0.6%; G = -4.0
> COc1cccc(CNC(=O)Cn2ncn3cccc3c2=O)c1OC
  A = 6.2%; B = 19.6%; C = 5.6%; D = 26.3*; E = 3.7%; F = -0.1%; G = 11.0*
> O=C(CSc1nnc(COc2ccccc2)o1)Nc1nccs1
  A = -3.3%; B = -4.2%[8.37 µM]; C = 24.7%; D = -0.4; E = -4.4%; F = 1.9%; G = -4.2
> O=CN(/C=C1\Sc2ccccc2C1=O)Cc1ccccc1
  A = .; B = 5.2%; C = 125.2%[activator]; D = 67.2*; E = 5.9%; F = 13.4%; G = 40.0*
> Cc1cc2c(cc(C(=O)NCCCN3CCOCC3)n2Cc2ccc(Cl)cc2)o1
  A = -18.7%; B = -10.8%; C = ?; D = -6.4; E = -25.2%; F = 2.0%; G = -4.0
> CC(OC(=O)CCCOc1ccccc1)C(=O)NC(N)=O (configuration not stated)
  A = .; B = 14.5%; C = 23.0%; D = -14.8; E = 4.4%; F = 0.7%; G = 41.4
> CCC(c1nnnn1CCOC)N1CCN(c2cccc(C(F)(F)F)c2)CC1 (configuration not stated)
  A = 2.33µM*; B = 8.5%; C = ?; D = -13.9; E = -9.6%; F = 5.5%; G = -3.1
> CCOc1ccccc1-c1nnc(SCC(=O)Nc2ccccc2)o1
  A = .; B = ?; C = 21.0%; D = -4.5; E = -9.2%; F = -0.4%; G = -1.6
> COc1cccc(CN2CCNC(=O)C2CC(=O)N(C)CCc2ccccn2)c1 (configuration not stated)
  A = 32.9%[activator]; B = -0.4%; C = 10.8%; D = -1.6; E = -7.0%; F = 0.2%; G = 1.6
> CCN(C(=O)COC(=O)CCS(=O)(=O)c1ccc(C)cc1)C1CCS(=O)(=O)C1 (configuration not stated)
  A = 12.5%; B = -1.4%; C = -3.7%; D = 22.0; E = -8.3%; F = -4.3%; G = -3.5
> CCN(CC)C(=O)c1nc[nH]c1C(=O)N(C)Cc1ccccc1
  A = 0.0%; B = 15.3%; C = 51.8%[activator]; D = .; E = 2.9%; F = .; G = .
> COCc1c(C(=O)N/N=C/C2CC=CCC2)nnn1-c1nonc1N (configuration not stated)
  A = ?; B = -20.7%; C = -8.6%; D = -2.4; E = 6.4%; F = 0.2%; G = 1.6
> CCN1C(=O)C(=O)N(CC(=O)c2cc(C)n(C3CC3)c2C)C1=O
  A = 71.5%[activator]; B = 6.4%; C = 140.8%[activator]; D = .; E = 0.7%; F = .; G = .
> Cn1cc(SCC(=O)N2CCCc3ccccc32)c2ccccc21
  A = 2.4%; B = -23.1%; C = -7.6%; D = -1.6; E = -26.4%; F = -1.3%; G = 4.9
> COCCn1c(SCC#N)nnc1-c1ccccc1O
  A = -13.6%[5.75 µM]; B = 22.7%; C = 11.0%; D = -10.0; E = 12.3%; F = -0.6%; G = -1.1
> COc1ccc(C)cc1NC(=O)C1CCN(S(=O)(=O)c2cccc3cccnc23)CC1
  A = 21.3%; B = -15.5%; C = ?; D = -1.8; E = 0.4%; F = -0.9%; G = -3.4
> COc1ccc(NC(=O)Nc2cccs2)cc1OC
  A = 34.8%[activator]; B = -17.7%; C = .; D = 36.8; E = 1.5%; F = 5.3%; G = 13.2
> Cc1cccn2cc(CNC(=O)CC3CCCC3)nc12
  A = -12.8%; B = 5.0%; C = -3.2%; D = -13.1; E = -6.9%; F = 2.2%; G = -2.0
> CC(C)C1=CC(=Nc2ccc(S(N)(=O)=O)cc2)C=C(C(C)C)C1=O
  A = ?; B = ?; C = 31.7%[activator]; D = -7.5; E = 1.0%; F = 2.7%; G = -3.8
> CCN(CC)C(=O)c1ccc(C(=O)c2c(C)cc(C)cc2C)cc1
  A = ?; B = -27.9%; C = .; D = -1.4; E = -5.4%; F = 7.2%; G = -1.3

# A draw from above in order of heavy-atom count, lowest first.
# Field names: A = Pf growth 96h; B = HCV inhibitor; C = Pf growth 48h; D = Shiga toxin inh; E = Tb PYK inh; F = LmPK inh; G = Cycloheximide cs
> CCN(CC)C(=O)c1nc[nH]c1C(=O)N(C)Cc1ccccc1
  A = 0.0%; B = 15.3%; C = 51.8%[activator]; D = .; E = 2.9%; F = .; G = .
> CC(C)C1=CC(=Nc2ccc(S(N)(=O)=O)cc2)C=C(C(C)C)C1=O
  A = ?; B = ?; C = 31.7%[activator]; D = -7.5; E = 1.0%; F = 2.7%; G = -3.8
> COCc1c(C(=O)N/N=C/C2CC=CCC2)nnn1-c1nonc1N (configuration not stated)
  A = ?; B = -20.7%; C = -8.6%; D = -2.4; E = 6.4%; F = 0.2%; G = 1.6

# More entries.
# Field names: A = Pf growth 96h; B = HCV inhibitor; C = Pf growth 48h; D = Shiga toxin inh; E = Tb PYK inh; F = LmPK inh; G = Cycloheximide cs
> COc1ccc(OC)c(-n2c(-c3cccc(C)c3)n[nH]c2=S)c1
  A = ?; B = -8.7%; C = 7.1%; D = 7.8; E = 2.51µM*; F = ?; G = -5.3
> COc1ccc(S(=O)(=O)NC(CC(=O)N2CCc3ccccc32)c2ccco2)cc1 (configuration not stated)
  A = 10.1%; B = -25.5%; C = -23.6%; D = -2.4; E = -11.5%; F = 0.4%; G = 9.5
> COc1ccc(CCNC(=O)c2ccc(-c3ccc([N+](=O)[O-])cc3Cl)o2)cc1
  A = -63.1%; B = -16.9%; C = 14.2%; D = -5.1; E = 0.1%; F = 0.6%; G = -1.6
> Cc1cc(N2CCN(c3ccccc3)CC2)nc(-n2nc(C)cc2C)n1
  A = -29.1%; B = .; C = 3.7µM*; D = -8.9; E = 3.7%; F = 1.0%; G = -4.7
> CC(C)CCn1c(=O)c2ccccc2n2c(CCl)nnc12
  A = ?; B = ?; C = ?; D = 1.9; E = -5.2%; F = -3.9%; G = 7.4
> N#Cc1c(N2CCN(C(=O)c3ccco3)CC2)nc(-c2ccccc2)c2c1CCCC2
  A = 15.7%[5.75 µM]; B = ?; C = ?; D = 31.0; E = 4.2%; F = 2.1%; G = 16.1
> CN(C)c1nc(N)c([N+](=O)[O-])c(NCc2ccccc2)n1
  A = -13.5%; B = -25.9%; C = -5.6%; D = -11.1; E = -1.7%; F = 3.6%; G = -1.7
> CCN(CC(=O)Nc1c(F)cccc1F)C(=O)C1CC1
  A = 40.1%[activator]; B = 8.4%; C = 31.8%[activator]; D = .; E = -2.8%; F = .; G = .
> CCNC(=S)Nc1cccc(S(=O)(=O)NC2=NCCC2)c1
  A = ?; B = -2.5%; C = -22.4%; D = 17.1; E = 0.2%; F = -0.2%; G = -6.0
> CCOC(=O)C(Oc1ccc(=O)[nH]n1)C(C)=O (configuration not stated)
  A = 33.4%[activator]; B = 5.9%; C = 22.5%; D = 8.0; E = 2.8%; F = 0.2%; G = -7.4
> C/C=C/Cn1c(SCc2ccccc2)nc2c1c(=O)[nH]c(=O)n2C
  A = 52.5%[activator]; B = -11.6%; C = ?; D = -5.1; E = 1.8%; F = -1.5%; G = -3.5
> COc1ccc(-n2nnnc2Sc2ccc(S(=O)(=O)N3CCOCC3)cn2)cc1
  A = .; B = 6.7%; C = -12.6%; D = -20.1; E = ?; F = 28.1%; G = -2.6
> Cc1ccc2nc(-c3ccncc3)cc(C(=O)N3CCOCC3)c2c1
  A = 10.4µM*; B = 0.6%; C = -16.7%; D = -5.0; E = -1.7%; F = -1.8%; G = -2.2
> Cc1occc1C(=O)N1CCCC(N2CCN(c3cccc(Cl)c3)CC2)C1 (configuration not stated)
  A = -13.5%; B = -2.2%; C = -12.0%; D = 9.1; E = 1.1%; F = 0.9%; G = 1.5
> COc1ccccc1N1CCN(C(=O)c2cc(-c3ccc(F)cc3)on2)CC1
  A = 47.0%[activator]; B = 0.8%; C = 5.4%; D = 3.8; E = 2.3%&-3.4%; F = 13.9%; G = -3.8
> Cc1cc(OCC(=O)Nc2ccncc2)ccc1Cl
  A = ?; B = ?; C = -3.7%; D = 30.0; E = -3.5%; F = 2.6%; G = -1.0
> CCc1noc(N)c1C(=O)Nc1ccc(F)c(Cl)c1
  A = 62.6%[activator]; B = 9.6%; C = 0.0%; D = -11.7; E = -2.9%; F = 0.7%; G = 6.0

# Limited to Pf growth 48h, Pf growth 96h and LmPK inh, for some of the entries so far:
Structure,Pf growth 48h,Pf growth 96h,LmPK inh
COc1ccccc1N1CCN(C(=O)c2cc(-c3ccc(F)cc3)on2)CC1,5.4%,47.0%[activator],13.9%
Cc1cc(OCC(=O)Nc2ccncc2)ccc1Cl,-3.7%,?,2.6%
CCc1noc(N)c1C(=O)Nc1ccc(F)c(Cl)c1,0.0%,62.6%[activator],0.7%
